Source: PubChem (several laboratories)
GRK2 inh: human GRK2 inhibition via aptamer displacement; inhibition of aptamer binding, % at 10 µM; AID 488847; P25098; 0.59% of 330,000 active; bead flow cytometry, FAM-aptamer displacement from GRK2;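 active means inhibition of aptamer binding above 40%, roughly 3 SD of noise, on plates passing a quality check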;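 further: median bead fluorescence of bound FAM aptamer so fluorescent compounds give negative values; no value below 0 was filed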
Bcl-xL primary: Bcl-xL (human) inhibition; 0.7% of 320,000 active; AID 2129; GST-Bcl-xL / FITC-Bim BH3 peptide fluorescence polarization; inhibition, % at 10.9 µM;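 active means inhibition above the mean of all tested compounds plus 3 SD, cutoff set per campaign, cut at about 30% in these data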;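 further: 0% = DMSO wells and 100% = unlabeled Bim-BH3 peptide competitor; inhibitors lower millipolarization by displacing the labeled peptide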
Target sequence (Q07817 whole entry, looked up): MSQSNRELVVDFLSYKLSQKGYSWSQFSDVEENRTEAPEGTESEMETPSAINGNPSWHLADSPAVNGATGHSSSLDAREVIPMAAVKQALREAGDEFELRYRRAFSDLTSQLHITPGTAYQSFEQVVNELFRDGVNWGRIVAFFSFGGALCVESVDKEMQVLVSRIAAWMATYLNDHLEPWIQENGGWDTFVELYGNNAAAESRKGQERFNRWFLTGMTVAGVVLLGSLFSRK
MEX-5 binding: C. elegans MEX-5 TCR-2 RNA binding activity | activity score (negative = inhibition of binding), % at 10 µM | Q9XUB2 | AID 1832 | 0.38% of 300,000 active | MEX-5/FITC-TCR2 RNA binding, fluorescence polarization; hits give low values;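 active means inhibition past about -25% in most replicates, and total fluorescence under double the plate's negative control median, limit read from the data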;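 further: 0% = DMSO and -100% = 5 µM competing unlabeled TCR2 RNA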
Target sequence (Q9XUB2 whole entry, looked up): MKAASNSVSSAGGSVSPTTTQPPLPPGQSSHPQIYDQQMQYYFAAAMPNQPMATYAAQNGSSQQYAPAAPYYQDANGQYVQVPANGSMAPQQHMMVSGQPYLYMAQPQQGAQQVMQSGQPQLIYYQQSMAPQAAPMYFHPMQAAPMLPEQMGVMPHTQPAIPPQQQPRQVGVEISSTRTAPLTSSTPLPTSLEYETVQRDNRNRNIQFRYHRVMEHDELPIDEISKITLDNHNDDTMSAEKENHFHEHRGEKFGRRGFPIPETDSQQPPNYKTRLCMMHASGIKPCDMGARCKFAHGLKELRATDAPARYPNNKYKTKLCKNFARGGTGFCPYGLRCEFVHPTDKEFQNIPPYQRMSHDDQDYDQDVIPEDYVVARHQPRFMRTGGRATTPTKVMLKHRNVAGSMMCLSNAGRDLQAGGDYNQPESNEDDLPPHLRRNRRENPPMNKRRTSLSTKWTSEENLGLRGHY
PME-1 inh: blocks human protein phosphatase methylesterase 1 | Q9Y570 | recombinant PME-1, FP-Rh probe fluorescence polarization | inhibition, % at 5.9 µM | 0.53% of 320,000 active;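 active means inhibition above the campaign mean of all compounds plus 3 SD, cut at about 26% in these data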;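 further: competitive labeling of PME-1 active site by serine hydrolase directed probe; 0% = PME-1 with DMSO and 100% = wells lacking PME-1 enzyme; inhibitors block probe labeling so polarization falls and inhibition rises; many of its hits are not listed in these tables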
MCL1-BIM inh: MCL1-BIM-BH3 interaction inhibition (human); Q07820; GST-MCL1 / FITC-Bim-BH3 fluorescence polarization; inhibition, % at 10.9 µM; 0.68% of 320,000 active;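 active means inhibition above the mean inhibition of all tested compounds plus 3 SD, set per campaign, cut at about 40% in these data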;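 further: 0% = DMSO wells and 100% = unlabeled Bim-BH3 peptide control; higher means more loss of mP so more displacement of Bim peptide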
Target sequence (Q07820 whole entry, looked up): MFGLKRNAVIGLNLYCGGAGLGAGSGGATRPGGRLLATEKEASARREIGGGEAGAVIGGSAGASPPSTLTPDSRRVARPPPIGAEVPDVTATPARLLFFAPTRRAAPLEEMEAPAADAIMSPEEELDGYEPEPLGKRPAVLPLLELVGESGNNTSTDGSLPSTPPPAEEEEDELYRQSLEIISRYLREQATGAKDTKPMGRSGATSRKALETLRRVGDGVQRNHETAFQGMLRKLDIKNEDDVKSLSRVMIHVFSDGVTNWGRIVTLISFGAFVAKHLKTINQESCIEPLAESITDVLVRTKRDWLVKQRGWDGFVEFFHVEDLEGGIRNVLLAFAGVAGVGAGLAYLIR
GLD-1 RNA inh: GLD-1-TGE RNA interaction inhibition (C. elegans); AID 2280; Q17339; inhibition, % at 5.96 µM; 0.44% of 320,000 active; purified GLD-1 + fluorescein TGE RNA, fluorescence polarization;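 active means percent inhibition above a per-plate cutoff, the plate mean of test compounds plus 3 SD, cut at about 30% in these data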;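 further: 0% = DMSO wells with GLD-1 and probe and 100% = wells lacking GLD-1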
Fam108B inh: Fam108B inhibition, counter-screen for RBBP9 inhibitors. recombinant Fam108B, FP-Rh probe fluorescence polarization. inhibition, % at 9.51 µM. 0.33% of 300,000 active;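 active means inhibition above the screen mean inhibition plus 3 SD, computed separately per campaign, cut at about 18% in these data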;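 further: inhibitors lower polarization as less probe binds the enzyme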
VLA-4 inh: inhibition in a human VLA-4 binding assay; P13612; VLA-4 expressing cells, ligand binding flow cytometry; inhibition, % (about 7 µM as worked out from the volumes in the protocol); 0.2% of 330,000 active; AID 2557; in the data active means inhibition above about 50%
Efflux pump inh: inhibitors of Candida antifungal efflux pumps expressed in yeast; S. cerevisiae Candida pump triplex, Nile Red efflux; inhibition, % at 10 µM; 0.44% of 330,000 active; AID 485275;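 active means plate passing quality check with inhibition over a set limit, or well fluorescence over plate mean plus 4 SD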;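 further: Nile Red retained in pooled yeast measured as flow cytometry median fluorescence; 0% = buffer negative control and 100% = Enniatin B positive control; higher means more Nile Red kept so more efflux inhibition; some compounds called inactive have numbers as strong as hits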
* hit, by the source's call; x = no result given. An excerpt; the hit share may differ from the screen's.

SMILES	GRK2 inh	Bcl-xL primary	MEX-5 binding	PME-1 inh	MCL1-BIM inh	GLD-1 RNA inh	Fam108B inh	VLA-4 inh	Efflux pump inh
O=C(Nc1ccc(-c2cn3c(n2)SCC3)cc1)c1ccc2c(c1)OCO2	4	-6	x	1	-9	3	2	-9	0.1
CC1(C)OC(=O)C(=CNC(CCC(N)=O)C(=O)O)C(=O)O1 (stereo not given)	1	4	-1.1	-5	-11	0	3	8	-0.2
Brc1ccc(Oc2nnnn2-c2ccccc2)cc1	3	-1	0.3	0	3	2	-1	6	1.0
CCOC(=O)Cc1csc(NC(=O)CSc2nnc(-n3nc(C)cc3C)c3ccccc23)n1	1	4	x	2	8	1	3	5	0.1
O=C(N/C(=C/c1cccs1)C(=O)N1CCCC1)c1ccccc1	0	3	-0.4	-7	1	-4	-1	-2	0.1
CN1CCN(CC2(O)CCN(S(=O)(=O)c3ccc(Cl)cc3)CC2)CC1	4	1	2.1	0	0	2	4	4	-0.2
CC(=O)c1cn(C)c(=O)c2ccccc12	2	-4	-0.2	5	0	2	-3	13	-0.2
O=C1C2CCCN2C(c2ccco2)N1c1ccc(F)cc1 (stereo not given)	1	7	4.1	-6	4	4	-3	2	0.1
Cc1ccc(C)c(NC(=S)N2CCC(c3nc4ccccc4s3)CC2)c1	0	4	0.9	-1	15	18	4	27	-0.1
COc1cc(C(O)P(=O)(OC(C)C)OC(C)C)cc(OC)c1OC (stereo not given)	3	6	5.3	4	-1	1	11	-13	0.1
CCC(=O)c1cn(CC(=O)Nc2cccc(C)c2)c2ccccc12	3	1	1.3	0	5	6	2	12	-0.1
Cc1cc(C)cc(N(CC(=O)NC2CCC(C)CC2)S(=O)(=O)c2c(C)[nH]c(=O)[nH]c2=O)c1 (stereo not given)	2	2	-0.3	0	-3	-8	1	6	0.3
CCCCn1c(N)c(N2CCOCC2)c(=O)n(CC(=O)NC(C)c2ccccc2)c1=O (stereo not given)	0	-1	-3.9	-16	0	0	-2	9	0.0
O=C(NC(=S)Nc1ccccc1N1CCCC1)c1ccc(-c2cccc([N+](=O)[O-])c2)o1	0	8	-2.2	5	9	10	1	-6	0.1
Cc1cc(C)n(Cc2ccc(NC(=O)c3nn(C)cc3[N+](=O)[O-])cc2)n1	2	-3	1.0	3	-7	-4	5	-1	0.0
Cn1c(C(C#N)C2=C(Cl)C(=O)N(c3ccccc3)C2=O)nc2ccccc21 (stereo not given)	4	50*	x	14	42*	45*	25*	-43	0.4
COc1nc(NCC(C)C)nc(Oc2ccc(=O)n(-c3ccccc3)n2)n1	0	0	0.6	4	-3	-3	-4	0	0.0
Cc1nn(CC(=O)Nc2ccc(C(=O)N3CCCC3)cc2)c(=O)c2ccccc12	3	7	-2.5	-2	-3	11	1	-6	0.0
O=C(CCN1C(=O)/C(=C/c2ccccc2F)SC1=S)NCCCn1ccnc1	0	12	-0.3	7	15	1	-2	6	0.5
COCC(=O)N1CCC(Oc2ccc(C(=O)NC(C)c3csc(C)n3)cc2)CC1 (stereo not given)	2	5	-0.2	-4	-1	-3	-4	7	-0.1
CCOC(=O)C(NC(C)=O)(Nc1ccc(S(N)(=O)=O)cc1)C(F)(F)F (stereo not given)	0	6	-4.0	-2	9	3	4	12	0.0
Cc1cc(NCc2ccc(F)cc2Cl)n2nnnc2n1	1	0	-4.8	-8	-10	-2	-5	3	0.4
Cn1c(=O)c2ncn(CC(=O)N/N=C/c3ccco3)c2n(C)c1=O	2	4	1.8	2	1	11	-2	-9	0.0
O=C(CN1CCCCCC1)Nc1cccc([N+](=O)[O-])c1	0	4	4.3	0	7	-2	0	19	-0.1
CCCn1c(=O)c2ccccc2n2c(SCCOc3ccccc3)nnc12	2	1	-0.6	4	0	5	9	7	-0.3
Cc1ccc(Cl)cc1NC(C#N)c1ccccc1 (stereo not given)	0	0	0.6	3	-4	0	-3	11	0.2
O=C(O)C1CCCCC1C(=O)NC(c1ccccc1)c1ccccc1 (stereo not given)	4	15	x	1	11	2	6	-6	0.1
COc1cc(Cl)c(C)cc1NC(=O)COC(=O)C1=COCCO1	3	3	-1.6	1	4	6	5	-9	0.1
COc1cccc(C(=S)N2CCCC2)c1OC	0	6	0.0	-2	4	2	0	-14	-0.1
Cc1cccc2cc3c(nc12)SC(=NCC1CCCO1)N(Cc1ccco1)C3 (stereo not given)	2	-1	1.0	-5	8	-4	-7	-6	-0.1
O=C(NCc1ccco1)Nc1ccc(Br)cc1	3	0	-1.6	-5	-1	3	-3	28	0.0
COc1ccc(NC(=O)c2cccc(F)c2)cc1Cl	3	2	-0.5	-13	15	2	-3	-4	0.0
Cc1ccc(C)c(C(C)NC(=S)NCc2ccc(F)cc2)c1 (stereo not given)	0	0	-2.4	-2	9	12	-6	4	0.1
Cc1cc(NC(=O)COC(=O)CNS(=O)(=O)c2c(F)cc(F)cc2Br)no1	1	x	x	x	x	5	x	1	0.0
O=c1[nH]cnc2scc(-c3ccc(-c4ccccc4)cc3)c12	0	0	0.9	6	7	1	-2	-9	0.2
O=C(Nc1nc2ccccc2[nH]1)NC1CCCCC1	3	3	0.8	-23	3	-2	-3	-8	0.0
COc1ccc(-c2nc(-c3ccc(Br)o3)no2)cc1	0	-1	1.2	-3	0	1	-4	-10	0.0
CCn1c(SCc2ccc([N+](=O)[O-])cc2)nnc1C(C)NC(=O)c1ccc(C)cc1 (stereo not given)	3	4	0.0	-5	-3	3	2	7	-0.2
CC(=O)c1ccc(NC(=O)/C(=C\c2cccs2)NC(=O)c2ccco2)cc1	3	4	-5.6	5	3	6	0	-1	0.3
CCOc1ccc(CC(=O)N2CCN=C2SCc2ccc([N+](=O)[O-])cc2)cc1	0	0	2.2	9	5	6	4	-1	-0.1
COc1ccc(S(=O)(=O)n2nc(C)cc2C)c(C)c1C	0	1	-1.4	8	2	-2	5	32	0.1
c1ccc2c(c1)c1ccccc1n1c(-c3ccc4c(c3)OCO4)nnc21	1	2	-3.3	2	2	-3	-1	-9	0.0
O=C(NCc1ccc2c(c1)OCO2)c1cccc(Cl)c1	0	-1	0.3	0	2	1	-1	12	0.0
O/N=C1/C2C3CC4C5C3C1C5C1(OCCO1)C42 (stereo not given)	3	5	2.8	-2	6	1	-4	-7	0.1
O=C1CSc2ccc(C(=O)NCCC3=CCCCC3)cc2N1	1	-2	1.8	-2	-4	1	-4	16	0.2
COc1ccc(OC)c(NC(=O)C2CCCN2C(=O)OCc2ccccc2)c1 (stereo not given)	0	3	-0.5	-2	0	-4	7	-15	0.0
O=C(/C=C/c1cccc(Br)c1)Nc1nn[nH]n1	4	4	-2.1	-8	3	-4	-3	8	0.4
CC(=O)N1CCc2cc(S(=O)(=O)CCC(=O)N3CCN(c4ccccc4)CC3)ccc21	0	5	0.7	0	1	0	0	13	0.2

Fetched one by one from above (3):
SMILES	GRK2 inh	Bcl-xL primary	MEX-5 binding	PME-1 inh	MCL1-BIM inh	GLD-1 RNA inh	Fam108B inh	VLA-4 inh	Efflux pump inh
c1ccc2c(c1)c1ccccc1n1c(-c3ccc4c(c3)OCO4)nnc21	1	2	-3.3	2	2	-3	-1	-9	0.0
COc1ccc(S(=O)(=O)n2nc(C)cc2C)c(C)c1C	0	1	-1.4	8	2	-2	5	32	0.1
O/N=C1/C2C3CC4C5C3C1C5C1(OCCO1)C42 (stereo not given)	3	5	2.8	-2	6	1	-4	-7	0.1

Remaining list, next part
SMILES	GRK2 inh	Bcl-xL primary	MEX-5 binding	PME-1 inh	MCL1-BIM inh	GLD-1 RNA inh	Fam108B inh	VLA-4 inh	Efflux pump inh
CCc1nnc(NC(=O)c2c(-c3ccccc3)noc2C)s1	0	2	-0.9	-8	-3	-4	-4	2	-0.1
CC(C)NC(=O)CCCN1C(=O)c2ccccc2Sc2ncccc21	0	5	-0.7	-3	8	5	-8	15	0.1
Cc1ccc(NC(=S)N2CCN(CCN3C(=O)c4cccc5cccc(c45)C3=O)CC2)cc1	0	11	-0.8	-8	11	0	-8	14	-0.1
CCOC(=O)C1(Cc2ccccc2)CCCN(Cc2ccc(OCCO)cc2)C1 (stereo not given)	1	1	2.1	5	-1	-2	-1	0	-0.3
CC(=O)c1cccc(NC(=O)NC(C)C2CCCO2)c1 (stereo not given)	0	-6	-0.6	4	-1	4	1	9	0.2
CN(C)/C=C/C(=O)c1cnc2n(c1=O)CCS2	3	-3	-1.0	-1	5	-2	0	1	0.2
CCOc1ccc(N2C(=O)CN(C)C2=S)cc1	0	0	-1.4	5	10	2	0	-1	-0.5
Cc1ccc2c(c1)C(=O)OC1(O)C3C4C=CC(C4)C3C(=O)N21 (stereo not given)	1	7	-0.3	-4	5	8	-3	-9	-0.1
COc1cccc(CN(C)C(=O)c2ccc(C)c(S(=O)(=O)N3CCCCC3)c2)c1	0	0	x	20	-5	-4	x	4	0.0
O=C(COc1ccccc1F)N1CCCc2ccccc21	0	2	-0.9	-2	-3	-2	0	9	0.1
O=C1CCC/C=C\C[C@@H](CC(=O)N(CCO)Cc2ccccc2)C(=O)N2CCC[C@H]2CO1	0	x	x	x	x	9	x	3	-0.1
CC(=O)N1CCCc2cc(S(=O)(=O)Nc3ccc4c(c3)OCO4)ccc21	2	7	-0.6	6	7	0	-1	-1	-0.1
O=C(Cn1c(=O)cnc2ccccc21)N1CCCc2ccccc21	0	4	-1.8	-9	6	-1	-8	4	0.3
CC(C)c1nnc(NC(=O)CCS(=O)(=O)c2nc(-c3cccs3)cc(C(F)(F)F)n2)s1	7	1	x	-3	0	0	-4	16	-0.1
CCOc1ccc(Cl)cc1S(=O)(=O)N1CCC(C(=O)NCc2ccncc2)CC1	0	2	2.3	-2	-2	-1	3	15	0.1
O=C(NC1CCCC1)C1CCCN1C(=O)Nc1ccccc1Cl (stereo not given)	6	7	1.4	-3	-2	-3	-2	21	-0.1
O=C(O)c1nn(CCOc2ccccc2F)c(=O)c2ccccc12	0	5	0.1	-5	-1	4	-4	10	-0.1
NS(=O)(=O)c1ccc2nc(NC(=O)C3=COCCO3)sc2c1	0	-1	-0.1	-5	-2	2	1	8	0.1
CC(=O)c1c(C)[nH]c(C(=O)OCC(=O)Nc2ccc3c(c2)OCCO3)c1C	5	x	x	x	x	11	x	18	-0.1
Cc1nn(-c2nc(-c3ccco3)cc(C(F)(F)F)n2)c(C)c1Cl	0	5	-1.2	-4	4	5	-1	21	0.0
O=C(O)CC(NC(=O)C1c2ccccc2Oc2ccccc21)c1ccc(Cl)cc1 (stereo not given)	5	8	1.0	0	9	3	2	1	-0.1
O=S(=O)(Nc1cccc(S(=O)(=O)N2CCCCCC2)c1)c1ccc(F)cc1F	2	x	x	x	x	1	x	16	0.4
CCOCC(=O)OCC(=O)Nc1cc(OC)c([N+](=O)[O-])cc1C	0	1	-0.8	1	1	-9	0	2	-0.2
CC(C)(C)[C@H]1COC(=O)CCCC/C=C\C[C@H](CC(=O)N(CCO)Cc2ccccc2)C(=O)N1	0	x	x	x	x	6	x	-18	0.1
CCOC(=O)N1CCN(C(=O)CN(Cc2ccc(Cl)cc2)S(C)(=O)=O)CC1	0	3	1.8	0	0	11	-7	-6	-0.1
COCCNc1nc2ccccc2nc1NS(=O)(=O)c1ccc(C)cc1C	2	3	2.0	11	-2	-6	2	-2	0.2
CC(C)(C)OC(=O)NCCCC1=CC2=CC(=O)C(C)(OC(=O)C3CCCC3)C(=O)C2=CO1 (stereo not given)	x	65*	-21	9	74*	79*	1	x	x
